# MOR-DOR inv ag – inverse agonist of human OPRM1-OPRD1 heterodimerization. P35372+P41143. cell-based MOR-DOR heterodimer luminescence, inverse agonism. inhibition, % at 9.3 µM. actives 0.21% (n = 340,000); in the data active = inhibition above about 22%, passing the limit was not always enough;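 note: 0% = cells with DMSO and 100% = wells without cells with DMSO; values of inactives mirror those of a sister screen read the other way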
# Target sequence (P35372 whole entry, looked up): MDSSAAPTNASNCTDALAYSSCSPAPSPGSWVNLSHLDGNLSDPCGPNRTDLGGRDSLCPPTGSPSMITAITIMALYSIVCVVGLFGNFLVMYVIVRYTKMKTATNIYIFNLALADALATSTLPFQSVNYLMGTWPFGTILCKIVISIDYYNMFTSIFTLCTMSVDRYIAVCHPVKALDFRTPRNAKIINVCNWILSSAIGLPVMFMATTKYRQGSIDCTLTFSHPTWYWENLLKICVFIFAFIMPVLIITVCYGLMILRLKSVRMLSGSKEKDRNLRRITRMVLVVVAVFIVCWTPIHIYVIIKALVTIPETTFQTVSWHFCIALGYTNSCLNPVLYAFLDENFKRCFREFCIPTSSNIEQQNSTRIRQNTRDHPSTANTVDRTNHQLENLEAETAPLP
# Target sequence (P41143 whole entry, looked up): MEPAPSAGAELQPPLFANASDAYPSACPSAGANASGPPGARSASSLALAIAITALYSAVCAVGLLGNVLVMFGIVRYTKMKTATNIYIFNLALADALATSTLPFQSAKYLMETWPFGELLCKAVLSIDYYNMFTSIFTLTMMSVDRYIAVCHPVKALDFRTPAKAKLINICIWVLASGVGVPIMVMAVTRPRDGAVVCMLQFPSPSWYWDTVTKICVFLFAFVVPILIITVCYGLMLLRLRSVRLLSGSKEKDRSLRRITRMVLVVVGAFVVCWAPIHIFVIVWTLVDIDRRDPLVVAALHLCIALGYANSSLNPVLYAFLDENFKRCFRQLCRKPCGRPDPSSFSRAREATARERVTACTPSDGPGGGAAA
# HTR5A ag ctr – HTR5A agonism, opioid heterodimer counter-screen. AID 504692. P47898. actives 0.61% (n = 340,000). HTR5A agonist assay, luminescence, cell-based. activation, % at 9.3 µM; in the data active = activation mostly above about 9.5%, no sharp cut-off; inactive = mostly below about 7.6%;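 note: 0% = cells with vehicle only and 100% = reference agonist; strong numbers were not always called active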
# V-ATPase pHluor – regulators of yeast V-ATPase proton transport; S. cerevisiae, pHLuorin cytosolic pH fluorescence; response, % at 10 µM; actives 0.37% (n = 350,000); AID 504577; in the data active = response mostly above about 7.3%, no sharp cut-off; inactive = mostly below about 5.4%; note: actives read high; inactives centre near 0; some compounds called inactive have numbers as strong as hits; reference of the scale not given here
# C-LANA FP – inhibitors of KSHV LANA C-terminal domain DNA binding; MBP-C-LANA/FAM-LBS DNA binding, fluorescence polarization; inhibition, % at 9 µM; actives 0.078% (n = 340,000); AID 504423;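 active = highest replicate inhibition at or above 60% at 9 µM, even if other replicates fall short; inactive = all replicates below 60% inhibition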;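 note: 0% = neutral control wells and 100% = 4 µM acridine orange control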
# HTR5A inv ag – HTR5A inverse agonism, opioid heterodimer counter-screen; P47898; HTR5A cell line, luminescence; inhibition, % at 9.3 µM; actives 0.083% (n = 340,000); AID 504634; in the data active = inhibition mostly above about 23%, no sharp cut-off; inactive = mostly below about 18%;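 note: 0% = cells with DMSO and 100% = no-cell wells with DMSO; some compounds called inactive have numbers as strong as hits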
# Keap1 Nrf2 FP – Keap1-Nrf2 (human) interaction inhibition | Keap1 Kelch-Nrf2 peptide fluorescence polarization, 1536-well | AID 504523 | actives 0.15% (n = 340,000) | inhibition, % at 9.4 µM; in the data active = inhibition above about 12%;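 note: human Keap1 Kelch domain with fluorescein labeled Nrf2 9mer peptide probe; 0% = neutral control wells and 100% = peptide positive control; higher means more block of Keap1 binding to Nrf2 peptide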
# CAL PDZ FP – inhibitors of human CAL PDZ peptide binding; purified CAL PDZ, TMR-peptide fluorescence polarization, 1 h; inhibition, % at 24.9 µM; actives 0.92% (n = 300,000); Q9HD26; AID 602252;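 active = mean inhibition of at least 30% with at least half of replicates also reaching 30%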;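 note: 0% = DMSO neutral control and 100% = excess unlabeled competitor peptide PRC23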
# Cardiac RTF inh – cardiac RTF calcium desensitization | actives 0.12% (n = 340,000) | inhibition, % at 7.15 µM | AID 493244 | P19429+P45379 | IANBD-labeled cardiac RTF, Ca2+ fluorescence;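 active = inhibition above the mean inhibition of all tested compounds plus 3 SD, cut at about 17% in these data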;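 note: assay run at fixed EC70 calcium of 1.6 mM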
# cardiac RTF act – increases calcium sensitivity of human cardiac regulated thin filaments; actives 0.24% (n = 340,000); IANBD-labeled TnC RTF fluorescence at EC20 calcium; 0% EC20 calcium, 100% full calcium; activation, % at 7.2 µM;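 active = activation above the mean over all tested compounds plus 3 SD, cut at about 30% in these data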;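 note: rise in fluorescence read as greater calcium sensitivity of cardiac thin filaments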
# OPRM1-OPRD1 ag – agonists of human mu-delta opioid receptor heterodimerization. P35372+P41143. cells, OPRM1-OPRD1 heterodimerization, luminescence. activation, % at 9.3 µM. actives 0.3% (n = 340,000); in the data active = activation above about 18%;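 note: 0% = vehicle-treated cells and 100% = reference agonist; values of inactives mirror those of a sister screen read the other way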
# * marks the source's active call; other numbers are inactive results; x = not tested or not shown. Compounds as they come; any-hit rate near 2.8%.
SMILES,MOR-DOR inv ag,HTR5A ag ctr,V-ATPase pHluor,C-LANA FP,HTR5A inv ag,Keap1 Nrf2 FP,CAL PDZ FP,Cardiac RTF inh,cardiac RTF act,OPRM1-OPRD1 ag
COc1ccc(C(=O)COC(=O)C2COc3ccccc3O2)cc1F (stereo unspecified),15.6,1.6,0.1,0.5,2.6,-1.7,7.5,-0.3,-4.3,-4.0
O=[N+]([O-])c1ccc(NN=CCCc2ccccc2)nc1,-22.6,3.8,-1.7,0.1,-14.4,0.5,-3.0,1.1,-0.9,5.2
COC(=O)c1ccc(NC(=O)CNC(=O)C2CCCCC2)c(C)c1,1.3,-0.6,1.2,1.2,-4.8,4.3,-2.7,-1.4,0.1,-0.2
CCCn1c(=O)c(C(=O)NCc2ccccc2OC)c(O)c2ccccc21,15.7,0.6,-0.7,-0.4,17.6,0.2,-4.1,4.8,-3.0,-3.1
CCCCOc1ccc(C2(C)NC(=O)N(C)C2=O)cc1 (stereo unspecified),14.8,0.3,-1.9,-1.2,5.4,-4.3,x,-3.9,-1.0,-2.9
O=C(Nc1ccc2c(c1)OCCO2)c1ccccc1,15.3,-1.5,2.5,3.1,5.7,-4.2,-3.3,-2.2,-6.4,-2.7
O=C(Nc1cccc(-n2cnnn2)c1)c1cccnc1,5.6,-2.6,-1.0,-1.1,-17.6,-1.1,-1.0,0.6,-6.7,-1.0
Oc1ccc2ccccc2c1CNc1ccccc1,-28.6,3.3,-3.0,0.2,-11.7,-7.5,x,-3.6,-1.0,5.4
CCOC(=O)C1CCN(C(=O)c2ccccc2NC(=O)c2ccc(Cl)cc2)CC1,-1.4,7.3,-0.6,-0.2,-2.7,2.3,-6.7,-2.6,-3.7,0.3
Cc1cc(Cl)ccc1OCCCC(=O)NN,7.9,-0.5,0.5,0.1,-20.2,4.4,x,-4.3,-0.3,-1.4

# Limited to CAL PDZ FP, Keap1 Nrf2 FP and Cardiac RTF inh, for 2 of the compounds above:
mol,CAL PDZ FP,Keap1 Nrf2 FP,Cardiac RTF inh
CCCCOc1ccc(C2(C)NC(=O)N(C)C2=O)cc1 (stereo unspecified),x,-4.3,-3.9
CCCn1c(=O)c(C(=O)NCc2ccccc2OC)c(O)c2ccccc21,-4.1,0.2,4.8

# Further compounds:
SMILES,MOR-DOR inv ag,HTR5A ag ctr,V-ATPase pHluor,C-LANA FP,HTR5A inv ag,Keap1 Nrf2 FP,CAL PDZ FP,Cardiac RTF inh,cardiac RTF act,OPRM1-OPRD1 ag
COc1ccc(-c2nc3cc(NC(=O)Cc4ccc(OC)c(OC)c4)ccc3o2)cc1,8.7,3.0,-1.3,1.6,5.7,-5.7,-0.9,-0.4,0.6,-1.9
COc1ccc(-c2nn3c(-c4ccccc4)nnc3s2)cc1OC,11.0,-0.4,1.4,0.9,8.8,-2.7,x,-3.6,3.5,-2.1
Cc1nnc(C)n1/N=C/c1ccc(O)cc1,9.7,6.0,1.8,0.1,-16.7,0.4,-1.1,-4.2,-4.0,-1.7
Cc1ccc(-c2csc(Nc3ccc(S(N)(=O)=O)cc3)n2)o1,13.8,-0.5,-0.7,-0.8,1.3,-2.5,-6.3,-3.4,-5.7,-2.7
CCN(CC)C(=O)CSc1nc(O)c(Cc2ccccc2)c(=O)n1-c1ccccc1C,12.4,1.3,-0.7,0.9,3.1,1.5,6.6,0.5,2.7,-2.4
COc1ccc(C)cc1NC(=O)CCNC(=O)c1ccco1,-16.2,3.1,-1.0,1.2,-29.9,-2.6,-4.7,12.8,-6.6,2.3
CCn1c2c(c(C)cc1=O)C(=O)CC(C)(C)C2,9.2,1.8,4.2,0.9,-5.0,-2.0,-5.6,-13.7,2.4,-1.5
Cc1nc(N)nc(SCc2ccc([N+](=O)[O-])cc2)c1N,3.3,1.3,-1.8,2.0,-4.6,-3.4,-8.7,-10.2,4.3,-0.6
O=C(O)c1cc(S(=O)(=O)N2CCOCC2)c(Sc2ccccn2)cc1Sc1ccccn1,18.7,-1.9,-0.3,2.6,4.9,-1.4,-2.0,-1.3,3.0,-3.7
Cc1cc(N2CCOCC2)ccc1/C=C1\SC(=O)N(C(C)C)C1=O,1.8,7.3,-0.2,-3.1,-19.8,-8.0,1.2,0.0,5.4,-0.3
COc1cccc(N2CCN(S(=O)(=O)c3ccc4ccccc4c3)CC2)c1,-41.8,1.3,-6.4,-0.4,-14.3,3.1,-1.1,-4.7,-6.2,6.4
CCOC(=O)Cc1csc(NC(=O)c2ccc3ccccc3n2)n1,-7.5,-3.3,-2.6,-0.5,8.7,-2.2,5.0,-8.8,-4.6,1.0
CCCOc1ccc(N2C(=O)CC(N3CCN(c4ccccc4F)CC3)C2=O)cc1 (stereo unspecified),-6.1,9.3,-1.9,-0.1,-24.5,-1.2,-1.5,-12.2,-5.6,1.0
O=c1[nH]c2ccccc2nc1NCc1ccccc1,5.5,0.2,-2.7,-0.7,-26.8,1.5,-4.2,-2.4,3.3,-1.0
CCn1c(COc2ccccc2Cl)nnc1SCC(=O)Nc1ncccc1C,-4.4,-1.8,0.2,-0.9,6.0,-3.4,-3.4,1.9,4.2,0.8
Cc1ccc(C(=O)NC(C)c2ccc3c(c2)OCO3)s1 (stereo unspecified),7.8,-2.6,0.4,0.4,0.2,-4.3,-1.4,-8.9,1.9,-1.6
CC(=O)N[C@@H](Cc1c[nH]c2ccccc12)C(=O)OCC(=O)Nc1ccc(Cl)c(S(=O)(=O)N(C)C)c1,-12.9,4.3,3.6,-1.2,-6.2,-2.8,-4.1,-5.2,3.1,2.6
Cc1cccc(C)c1NC(=O)C(c1ccc([N+](=O)[O-])cc1)N1CCCCC1 (stereo unspecified),2.7,-7.4,-1.7,1.3,19.4,-0.7,-3.3,11.2,-1.8,-0.5
COCCCNC(=O)CCN1C(=O)COc2ccccc21,9.4,-0.9,-1.3,1.5,2.1,-2.4,-4.8,-11.7,0.5,-1.6
O=C(NCc1ccccc1)C(=O)NCC1COc2ccccc2O1 (stereo unspecified),-0.1,5.4,-0.5,-1.0,-15.9,-3.7,-3.0,-11.6,1.8,0.0
O=S(=O)(c1ccc2ccccc2c1)N1CCN(Cc2ccccn2)CC1,6.6,-0.2,-0.5,0.1,0.4,-3.9,0.4,-4.7,3.9,-1.3
Cc1cc(NC(=O)C2C3C(=O)N(Cc4ccc(Cl)cc4)C(C(=O)NC4CCCCC4)C34C=CC2(C)O4)no1 (stereo unspecified),-19.3,2.7,x,0.8,15.0,-3.1,-1.8,6.1,-1.0,3.2
CCOC(=O)Nc1ccc(=O)n(Cc2c(Cl)cccc2Cl)c1,6.5,8.0,3.1,-0.9,-21.9,-4.4,-0.2,-12.9,2.0,-1.5
CCNC(=S)N/N=C/c1ccc(OCC(=O)Nc2ccc(C)cc2)cc1,-13.3,2.7,-3.6,0.1,-8.1,-6.6,-3.2,4.5,-2.2,2.4
O=C(CSc1nnc(COc2ccc(Cl)cc2)o1)N1CCOCC1,-4.8,-3.0,1.9,0.4,3.1,-7.1,-3.1,-23.6,-2.4,0.9
C=CCN(C(=O)c1csnn1)C(C(=O)NCc1ccc(F)cc1)c1sccc1C (stereo unspecified),-6.3,-0.7,-5.2,-1.9,-14.2,-2.5,-3.8,5.4,-0.6,0.9
COC(=O)C1(O)CC(C(C)C)=NN1C(=O)c1ccc(Cl)cc1 (stereo unspecified),0.0,0.5,-1.0,-1.5,-0.3,-1.6,13.2,2.1,8.1,0.0
O=C(NCc1cccs1)C1CCN(c2ccc(S(=O)(=O)N3CCOCC3)cc2Cl)CC1,8.8,2.2,-2.8,-2.1,8.3,3.7,-0.9,-5.1,5.5,-1.6
CCOCC(=O)Nc1nnc(COCC)s1,13.3,-0.1,0.6,1.0,0.4,-2.4,x,-5.6,-8.3,-2.5
CC(C)CCN1CCC(n2nccc2NC(=O)c2ccc3c(c2)OCO3)CC1,9.9,1.6,0.6,-1.4,-24.2,2.2,-3.8,-5.0,0.3,-1.9
COc1ccc(C2C(C(=O)NCc3ccccn3)CCC(=O)N2c2cc(OC)c(OC)c(OC)c2)cc1 (stereo unspecified),0.5,-0.6,-3.1,1.9,2.7,-3.3,-7.2,-3.1,4.8,-0.1
Cc1cc(NC(=O)CCC(=O)N(Cc2cccs2)C(C)(C)C(=O)NC2CCCCC2)no1,2.6,-3.8,-2.5,1.1,0.5,2.3,x,-1.6,-4.6,-0.3
CCOc1ccc2oc(C(=O)N3CC(C)OC(C)C3)c(C)c2c1 (stereo unspecified),-5.3,-1.8,3.2,0.2,-7.6,-1.5,-1.9,-2.0,2.5,1.0
Cc1cc2cc(CN(Cc3ccco3)C(=O)NCc3ccccc3)c(=O)[nH]c2cc1C,7.2,-2.2,-1.4,0.5,6.1,-3.2,-2.8,-11.2,0.3,-1.3
Cc1ccccc1OCC(=O)Nc1cc(Cl)ccc1Oc1ccccc1,-12.1,-1.5,4.8,2.7,4.0,-0.8,-4.3,-9.9,0.7,2.0
COC1OCC(O)C(OC(=O)c2ccccc2)C1OC(=O)c1ccccc1 (stereo unspecified),15.3,-1.6,-0.5,0.6,6.3,1.1,0.0,-1.7,-2.6,-3.5
N=c1nc(-c2ccccc2)ccn1O,4.4,1.0,-6.1,-1.9,-17.4,1.5,-1.6,-9.1,-3.4,-0.8
c1cc2c3c(cccc3c1)NC(c1ccc3c(c1)OCO3)N2,-4.9,-2.8,1.2,3.1,10.3,-4.3,2.0,-3.9,8.7,1.0
Cc1nc(-c2ccc(F)cc2)c(CC(=O)N2CCN(S(=O)(=O)c3ccccc3Br)CC2)s1,-6.3,3.2,-0.6,0.6,-11.8,-9.0,-2.2,-6.2,1.4,1.1
CCN(c1ccccc1)c1nc(Cl)nc2c1cnn2C,2.8,-2.0,-0.9,0.8,7.1,-0.3,x,3.0,-7.3,-0.5

# Copied from the list:
# C-LANA FP with Cc1cc2cc(CN(Cc3ccco3)C(=O)NCc3ccccc3)c(=O)[nH]c2cc1C reads 0.5
# HTR5A inv ag with CCN(c1ccccc1)c1nc(Cl)nc2c1cnn2C reads 7.1

# Next structures.
SMILES,MOR-DOR inv ag,HTR5A ag ctr,V-ATPase pHluor,C-LANA FP,HTR5A inv ag,Keap1 Nrf2 FP,CAL PDZ FP,Cardiac RTF inh,cardiac RTF act,OPRM1-OPRD1 ag
COc1ccc(N=C2SC(C(=O)Nc3ccc(C(=O)O)cc3)CC(=O)N2Cc2cccs2)cc1 (stereo unspecified),-1.7,-0.5,-0.6,-0.4,-2.6,-4.7,-1.6,-6.0,1.9,0.3
COc1cc(OC)c(C(=O)OCC(=O)NCCc2ccccc2)cc1OC,8.5,-0.3,-2.5,-1.3,0.9,-6.1,-2.2,-10.6,1.6,-1.5
CCc1ccc(Cc2cnc(NC(=O)C3=NCCN3)s2)cc1,15.0,-0.1,-0.8,0.8,0.2,1.9,-0.8,0.3,2.3,-3.3
COC(OC)C1(CCc2ccccc2)NC(=O)NC1=O (stereo unspecified),10.3,4.5,-0.9,2.5,-16.1,-2.9,-1.3,5.0,-6.3,-1.9
Cc1ccc(CN(CC(=O)NCC2CCCO2)S(=O)(=O)c2ccc(C)cc2)cc1 (stereo unspecified),10.1,0.9,3.4,2.6,-2.7,1.1,2.1,-7.2,-5.1,-1.9

# Assay outcomes as filed in PubChem BioAssay.
